RXFP1 antagonist – qHTS Assay for Antagonists of the Relaxin Receptor RXFP1. HEK293-RXFP1, relaxin-stimulated cAMP HTRF, 30 min; stronger effect = lower value. activity change, negative = inhibition, % at 57.5 µM. 350,000 compounds, 0.59% hits. AID 1259400, 2018;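 active = activity change of -60% or lower, but not beyond a set lower limit; inconclusive = change between -60% and -40%, or beyond the set limit; inactive = change above -40%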; also: % is scaled to controls: 0 for no effect and ±100 for the full control effect
Target sequence (Q9HBX9 whole entry, looked up): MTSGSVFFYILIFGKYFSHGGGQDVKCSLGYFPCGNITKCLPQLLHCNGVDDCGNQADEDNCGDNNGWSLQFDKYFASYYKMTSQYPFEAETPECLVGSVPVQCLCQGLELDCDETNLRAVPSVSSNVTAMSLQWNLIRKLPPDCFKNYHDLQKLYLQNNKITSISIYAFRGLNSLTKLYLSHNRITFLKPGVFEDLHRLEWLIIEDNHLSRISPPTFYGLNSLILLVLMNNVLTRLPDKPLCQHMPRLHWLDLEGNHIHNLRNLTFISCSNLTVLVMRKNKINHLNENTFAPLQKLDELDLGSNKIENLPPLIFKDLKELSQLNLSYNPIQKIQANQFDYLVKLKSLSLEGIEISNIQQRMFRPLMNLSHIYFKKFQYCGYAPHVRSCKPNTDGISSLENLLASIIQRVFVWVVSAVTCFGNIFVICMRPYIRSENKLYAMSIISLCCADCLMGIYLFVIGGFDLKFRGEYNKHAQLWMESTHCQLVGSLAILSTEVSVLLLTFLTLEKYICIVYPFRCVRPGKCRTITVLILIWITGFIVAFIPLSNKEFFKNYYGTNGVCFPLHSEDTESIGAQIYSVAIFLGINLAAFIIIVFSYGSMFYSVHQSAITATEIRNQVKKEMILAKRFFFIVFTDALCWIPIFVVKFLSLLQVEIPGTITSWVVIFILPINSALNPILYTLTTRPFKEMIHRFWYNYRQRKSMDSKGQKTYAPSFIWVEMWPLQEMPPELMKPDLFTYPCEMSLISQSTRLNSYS
TRHR agonist – qHTS for Small Molecule Agonists and Allosteric Enhancers of Human TRH Receptor: Primary Screen for Agonists; Thyrotropin-releasing hormone receptor (Homo sapiens), P34981; TRHR cells, calcium flux fluo-8, FDSS agonist mode; activation, % at 2 µM; 360,000 compounds, 0.18% hits; AID 493084, 2011; also: 0% is about no effect
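Steps: seed TRHR cells overnight; add fluo-8 no-wash Ca dye, RT 30 min–1.5 h; record 10 s baseline; pin-transfer compounds; monitor fluorescence 1 cycle/s for the agonist window. Calcium increases flag candidate agonists.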
D2 agonist – HTS Assay for Allosteric Agonists of the Human D2 Dopamine Receptor: Primary Screen for Agonists; D(2) dopamine receptor (Homo sapiens), P14416; HEK293 T-REx D2 cells, calcium flux agonist mode; activation, % at 2 µM; 340,000 compounds, 0.53% hits; AID 485358, 2010;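 active = activation over 3 SD above normal in the single-dose calcium agonist read, cut at about 30% in these data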; also: 0% is about no effect
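Tetracycline-induced HEK293 T-REx cells with force-coupled D2 receptor, plated overnight at 30 C, loaded with no-wash calcium dye. After a 10 s baseline, compound was pin-added and calcium flux read kinetically for 180 s; calcium rises flagged agonists.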
D1 antag – Antagonist of Human D 1 Dopamine Receptor: qHTS; D(1A) dopamine receptor (Homo sapiens), P21728; HEK293 TREx D1 cells, calcium flux, dopamine EC80; stronger effect = lower value; activity change, negative = inhibition, % at 10 µM; 360,000 compounds, 3.2% hits; AID 504652, 2011; in the data active = activity change below about -30%; also: % is scaled to controls: 0 for no effect and ±100 for the full control effect
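HEK293 T-REx cells expressing inducible, force-coupled D1 receptor; no-wash Ca dye, 30–90 min RT. Cmpd → 180 s read at 1 Hz → EC80 DA → 180 s read.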
D2 antag – HTS Assay for Allosteric Antagonists of the Human D2 Dopamine Receptor: Primary Screen for Antagonists | HEK293 TREx D2 cells, calcium flux, dopamine EC80 | inhibition, % at 10 µM | 340,000 compounds, 2% hits | AID 485344, 2010; in the data active = inhibition above about 30%; also: 0% is about no effect
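Antagonism is scored as inhibition of an EC80 dopamine-evoked calcium signal in a force-coupled, tetracycline-inducible HEK293 T-REx D2 line, with compound present 180 s before agonist.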
TRHR PAM – qHTS for Small Molecule Agonists and Allosteric Enhancers of Human TRH Receptor: Primary Screen for Enhancers | TRHR cells, fluo-8 calcium fluorescence, EC20 TRH enhancement | enhancement, % at 2 µM | 360,000 compounds, 0.66% hits | AID 493056, 2011; in the data active = enhancement above about 30%; also: 0% is about no effect
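Enhancer read-out: after compound pinning and an initial kinetic agonist-mode read, an EC20 of TRH (10 nM final) was injected and fluo-8 calcium signal (Ex 480/Em 530) followed at 1 s/cycle for 100 cycles in TRHR-expressing cells.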
D1 PAM – Potentiators of Human D1 Dopamine Receptor: qHTS | D(1A) dopamine receptor (Homo sapiens), P21728 | HEK293 TREx D1 cells, calcium flux, dopamine EC20 potentiation | potentiation, % at 10 µM | 360,000 compounds, 0.036% hits; in the data active = potentiation above about 30%; also: 0% is about no effect
D1 ag – Allosteric Agonists of the Human D1 Dopamine Receptor: qHTS. HEK293 T-REx D1 cells, calcium flux, agonist mode. 360,000 compounds, 1% hits. AID 504660, 2011. activation, % at 2 µM. D(1A) dopamine receptor (Homo sapiens), P21728; also: 0% is about no effect
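Inducible HEK293 T-REx D1 cells, force-coupled to calcium signalling, were plated at 4000 cells/well with tetracycline and held overnight at 30 C. After no-wash calcium dye loading, compound-evoked calcium rise over 180 s flagged agonists.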
D2 PAM – HTS Assay for Positive Allosteric Modulators of the Human D2 Dopamine Receptor: Primary Screen for Potentiators; potentiation, % at 10 µM; D(2) dopamine receptor (Homo sapiens), P14416; 340,000 compounds, 0.34% hits; HEK293 T-REx D2, calcium flux, EC20 dopamine potentiation;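 active = potentiation over 3 SD above the plate norm, cut at about 30% in these data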; also: 0% is about no effect
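Primary screen. Calcium kinetics in induced HEK293 T-REx D2 cells: compound pre-addition 180 s, EC20 dopamine, 180 s more.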
Numbers without * were called inactive; ? = inconclusive; nt = not tested or not shown; & = joins results of further samples. Rule as the data show it, unless noted: active = activation above about 30%; inactive = the rest.

SMILES	RXFP1 antagonist	TRHR agonist	D2 agonist	D1 antag	D2 antag	TRHR PAM	D1 PAM	D1 ag	D2 PAM
O=S(=O)(Nc1nc2ccccc2nc1Cl)c1ccc2c(c1)OCCO2	5	0.0	0.0	1	-4	-1	0	1	13
O=C(c1ccccc1F)N1CCN(c2ccc([N+](=O)[O-])c(NCc3cccnc3)c2)CC1	9	0.3	-0.3	-5	8	21	-8	0	15
COc1ccc(CN2CCNC(=O)C2CC(=O)N(C)CC2CCOCC2)cc1OC (stereo not drawn)	-1	0.3	nt	-1	nt	2	8	4	1
COc1ccc(N2CCN(C(=O)CCCC(=O)c3ccccc3)CC2)cc1	nt	-0.1	-0.1	-6	7	0	-7	3	4
COc1ccccc1NC(=S)NC1CC2CCC1C2 (stereo not drawn)	13	-0.3	0.2	-11	5	5	-4	0	13
CC(=O)Nc1ccccc1NC(=O)COc1cccc2ccccc12	6	1.0	0.5	4	2	2	-4	4	1
CC1CCN(c2ccc(C(=O)O)cc2)CC1	7	0.8	-1.1	17	0	7	7	4	6
Cc1ccc(CCNC(=O)CN2CCN(Cc3ccc(Cl)cc3)C2=O)cc1	nt	-0.7	0.6	-15	nt	-7	0	1	1
COc1cccc(C(N)CC(=O)O)c1 (stereo not drawn)	nt	0.7	0.8	-1	23	-2	-6	2	-9
CCOC(=O)C1=C(COC(=O)CSc2ccc(C)cc2)NC(=O)NC1C (stereo not drawn)	-3	-0.6	7.9	-12	-3	9	-3	2	13
Cn1c(=O)c2c(nc(NC(Cc3ccccc3)C(=O)O)n2Cc2ccccc2)n(C)c1=O (stereo not drawn)	4	-0.6	-1.6	3	-1	8	0	1	12
CN(C(=O)COC(=O)c1cc(S(=O)(=O)N2CCOCC2)ccc1Cl)C1CCS(=O)(=O)C1 (stereo not drawn)	-4	0.3	-0.3	-8	-1	-2	6	4	-5
Cc1ccc(-c2csc3nc(C)n(N)c(=O)c23)cc1	1	-0.6	0.6	-10	-4	-2	-3	1	0
O=C(Cn1c(=O)oc2ccccc21)Nc1ccc(Cl)cc1	3	0.7	-3.0	-2	-19	-1	-6	6	-4
CCNC(=S)Nc1ccc2cn[nH]c2c1	6	0.7	1.0	-8	-10	4	-9	-1	1
COc1ccc(C(=O)N/N=C/c2ccc(N3CCOCC3)s2)cc1OC	-4	0.2	0.9	-2	15	-3	-4	4	-4
Cc1occc(=O)c1OCc1ccc(F)cc1	6	0.3	-0.5	-10	8	3	-6	4	6
O=C1CCCCN1CCc1c[nH]c2ccccc12	-8	-0.3	-0.1	5	-24	3	6	1	-7
O=C(Cc1ccc([N+](=O)[O-])cc1)c1ccc(O)cc1O	1	-0.4	0.2	-8	-17	5	2	9	6
Cc1ccc(-c2nnc(Cc3ccc(Cl)cc3)o2)cc1	nt	0.0	0.3	-8	4	3	nt	0	-5
Cc1ccc(NC(=O)c2cnc(N3CCCCC3)c3ccccc23)cc1Cl	?	0.5	0.5	0	nt	-1	-2	0	2
CC(C)N(CCn1c(=S)[nH]c2ccccc2c1=O)C(C)C	-7	0.3	0.5	-11	0	-5	0	0	15
CCOC(=O)C(C)n1cnc2c(nnn2-c2ccccc2)c1=O (stereo not drawn)	8	-0.2	-0.2	-1	-19	9	-12	2	-2
O=C(OCC(=O)N1CCc2ccccc21)c1nc(Cl)ccc1Cl	5	-0.9	-1.3	9	16	-6	1	1	-5
Cc1noc(C)c1S(=O)(=O)N1CCN(c2ccccc2)CC1	4	-0.4	0.8	-63*	38*	13	nt	0	0

4 entries drawn at random from the list so far, as already listed:
SMILES	RXFP1 antagonist	TRHR agonist	D2 agonist	D1 antag	D2 antag	TRHR PAM	D1 PAM	D1 ag	D2 PAM
CC1CCN(c2ccc(C(=O)O)cc2)CC1	7	0.8	-1.1	17	0	7	7	4	6
Cc1occc(=O)c1OCc1ccc(F)cc1	6	0.3	-0.5	-10	8	3	-6	4	6
O=C1CCCCN1CCc1c[nH]c2ccccc12	-8	-0.3	-0.1	5	-24	3	6	1	-7
CCNC(=S)Nc1ccc2cn[nH]c2c1	6	0.7	1.0	-8	-10	4	-9	-1	1

Remaining list, next part
SMILES	RXFP1 antagonist	TRHR agonist	D2 agonist	D1 antag	D2 antag	TRHR PAM	D1 PAM	D1 ag	D2 PAM
COc1ccc2c(c1)c1c(c(=O)n(-c3ccccc3)c(=O)n1CC(=O)Nc1ccc(F)cc1)n2C	nt	-0.1	nt	-1	nt	-4	-2	0	-10
CNCc1nc2ccccc2[nH]1	-1	1.0	1.1	1	-1	12	-1	3	-1
COc1ccc(CN(C)S(=O)(=O)c2nnc(NC(=O)C(C)C)s2)cc1OC	-28	0.9	8.1	-26	nt	3	-1	17	3
CC1(C)SC(=S)N(c2ccccc2)C1/[N+]([O-])=C/c1cccc([N+](=O)[O-])c1 (stereo not drawn)	-16	0.3	1.0	7	-6	-7	0	-1	-6
CC(=O)c1cccc(NC(=O)c2ccc(NC(=O)CC3SC(N4CCCCC4)=NC3=O)cc2)c1 (stereo not drawn)	-8	-0.2	-0.5	-3	-9	4	-1	4	8
COc1ccc(CC(CC(=O)O)C(=O)Nc2ccccc2)cc1 (stereo not drawn)	-9	0.7	-1.1	-5	-1	-6	-4	0	-6
Cc1ccc2[nH]cc(CCNC(=O)c3ccc([N+](=O)[O-])cc3)c2c1	-7	0.4	-0.8	-29	-2	1	-9	1	0
O=C(Nc1ccccc1C(=O)OCc1cc(=O)n2c3c(sc2n1)CCCC3)c1ccccc1	-18	0.5	-2.1	6	nt	5	0	-2	-2
CO[C@@]1(NC(=O)C2SC(=C(C(N)=O)C(=O)O)S2)C(=O)N2C(C(=O)O)=C(CSc3nnnn3C)CS[C@@H]21 (stereo partly drawn)	nt	0.2	1.3	5	15	-2	-5	0	-2
Cc1ccc(OCc2nnc(SCC(=O)NC3CCCCC3)n2C)cc1	nt	-2.2	0.7	-6	6	-8	-4	1	-5
Nc1ccc(S(=O)(=O)c2ccc(N)c(N)c2)cc1	5	-0.7	-0.7	-3	-4	13	-10	3	5
COc1ccc(-c2c(-c3cc(OC)cc(OC)c3)n(C)c3ccc(-c4ccc5[nH]ccc5c4)cc23)cc1	nt	0.7	nt	nt	nt	3	8	-3	14
CCc1nn(C(C)C(=O)N2CC(C)CC(C)C2)c(=O)c2cc3occc3n12 (stereo not drawn)	1	-0.3	0.0	10	-16	-3	14	6	-6
Cc1cc(N2CC(C)OC(C)C2)nc(C(C)C)n1 (stereo not drawn)	4	0.2	1.6	-1	-2	5	-3	4	1
O=C(CNC(=O)C1COc2ccccc2O1)N/N=C\c1ccccc1Cl (stereo not drawn)	-1	0.7	0.0	-13	-8	-3	-6	2	-9
O=C(OCc1nc2ccccc2[nH]1)C12CC3CC(CC(C3)C1)C2	4	-0.3	6.2	-9	1	-3	-2	6	0
CCN(c1cc(C)cc(C)c1)S(=O)(=O)c1nnc(NC(=O)C(C)(C)C)s1	5	-0.7	-0.6	12	5	0	-6	3	-5
CCN1C(=O)CC(c2ccccc2)CC1=O	nt	-0.2	-0.3	-4	1	3	0	1	-12
COc1ccccc1NC(=O)Cn1nc(C)n2cccc2c1=O	-6&-2	0.7&0.3	-0.1	3&-6	-5	30&2	-4&-1	1&2	-9&-5
CC(=O)Nc1ccc(S(=O)(=O)N2CCN(c3cc4c(cc3[N+](=O)[O-])n(C)c(=O)n4C)CC2)cc1	-10	-0.1	0.6	-2	-2	8	-3	2	10
Cc1ccc2[nH]c(CCN(C)C)c(CN3CCOCC3)c2c1	-5	2.0	0.4	-6	-14	-2	-3	1	0
COc1ccccc1N1CCN(C(=O)CSc2n[nH]c(-c3ccccc3Cl)n2)CC1	-26	-0.1	0.2	-1	nt	-3	0	-1	-9
Cc1ccc(/C=C2\SC(=S)N(C(Cc3ccccc3)C(=O)O)C2=O)cc1 (stereo not drawn)	-9	0.3	nt	7	nt	-6	0	0	nt
CCCN(C(=O)CN1C(=O)NC2(CCCCCC2)C1=O)C1CCS(=O)(=O)C1 (stereo not drawn)	-4	-0.2	nt	22	nt	-4	-3	2	nt
CC(=O)N1N=C(c2ccccc2)CC1c1ccccc1[N+](=O)[O-] (stereo not drawn)	-13	0.4	-0.1	-1	-22	-8	-7	-1	7
SMILES	RXFP1 antagonist	TRHR agonist	D2 agonist	D1 antag	D2 antag	TRHR PAM	D1 PAM	D1 ag	D2 PAM
CN=C(c1ccco1)n1c(=S)nc(-c2ccco2)n(C)c1=S	-1	-0.2	0.3	-19	-3	-2	-8	1	13
Cc1ccc(S(=O)(=O)N2CCN(C(=O)Cn3nc(C(=O)O)c4ccccc4c3=O)CC2)cc1	0	0.8	0.7	-24	-4	-5	0	2	0
Cc1occc1C(=O)NCCCCNC(=O)c1ccoc1C	2	0.4	-0.4	-7	11	9	-2	0	-4
COc1ccc2[nH]c3c(=O)n(/N=C/[C@H]4C(C)C=C(C)CC4C)c(=O)[nH]c3c2c1 (stereo partly drawn)	-10	-0.4	41*	2	36*	3	-2	-2	-15
COC(=O)C1=C(CSc2nc3c(cc2C#N)CN(C)CC3)OC(N)=C(C#N)C1c1ccccc1F (stereo not drawn)	-1	4.9	nt	9	nt	-1	-3	2	nt
O=C(NCc1ccccn1)C(=O)N/N=C/c1ccc2c(c1)OCO2	2	-1.1	-0.4	11	-3	-4	-7	3	-9
CSc1cc(-c2ccncc2)nc(-c2ccc(Cl)cc2)c1	-5	0.6	0.9	-8	-25	-1	-5	5	-2
Cc1nc2ccccn2c1C(=O)c1ccccc1	-7	-0.6	nt	8	nt	-2	-2	2	nt
COc1ccc(CCc2nnc(N)s2)cc1OC	-10	-0.3	0.5	1	-8	-7	-3	1	10
O=C(Nc1cccc2ccccc12)c1cc2c(cc1Br)OCO2	-3	-1.1	0.7	-14	6	1	-5	1	2
C=CCN=C(CC)C1=C(O)CCCC1=O	14	1.6	0.7	-1	14	22	-2	3	9
O=C(O)c1cccc(NC(=O)c2ccc3c(c2)C(=O)N(C2CCCCC2)C3=O)c1	-22	-0.2	-0.4	17	-3	-16	0	1	-2
Cc1cc(C)c(C)c(S(=O)(=O)Nc2ccc(C(=O)N3CCCC3)cc2)c1C	0	-0.8	nt	-5	nt	8	5	0	nt
Cc1ccc(S(=O)(=O)CCSc2n[nH]c(=O)n2-c2ccccc2)cc1	19	-0.8	-0.2	-21	9	15	-2	1	7

Bioassay records: PubChem BioAssay, National Center for Advancing Translational Sciences (NCATS)

Random draw from the library; about 7.1% have a hit in one of these screens.
